Abeta yeast res: compounds reversing amyloid beta toxicity in yeast. yeast expressing A-beta42, growth rescue, OD600, 48 h; response scale: 0% DMSO, 100% iron-clioquinol control. Potency, µM (series often up to 46.1 µM), inactives show at the highest dose growth rescue, usual class: activators. hit rate 0.063% among 410,000. AID 1347071; note: potency is the fitted concentration of half-maximal effect; nearly all actives have a fitted effect of over 55% in size
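Growth rescue measured by 600 nm absorbance after 48 h yeast culture at 30 C with compound. Values normalized between DMSO and an equimolar ferric chloride plus clioquinol control.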
PI5P4Ka inh: blocks human PI5P4K alpha kinase activity; P48426; hit rate 1.2% among 330,000; AID 652105; max response, %; PI5P4Kalpha enzyme, ADP-Glo luminescence, 60 min; active compounds read low; active = max response of -50% or lower; inconclusive = between -30% and -50%; inactive = -30% or higher; note: value at the top dose of about 77 µM; % is set by controls: 0 for no effect and ±100 for the full control effect
Target sequence (P48426 whole entry, looked up): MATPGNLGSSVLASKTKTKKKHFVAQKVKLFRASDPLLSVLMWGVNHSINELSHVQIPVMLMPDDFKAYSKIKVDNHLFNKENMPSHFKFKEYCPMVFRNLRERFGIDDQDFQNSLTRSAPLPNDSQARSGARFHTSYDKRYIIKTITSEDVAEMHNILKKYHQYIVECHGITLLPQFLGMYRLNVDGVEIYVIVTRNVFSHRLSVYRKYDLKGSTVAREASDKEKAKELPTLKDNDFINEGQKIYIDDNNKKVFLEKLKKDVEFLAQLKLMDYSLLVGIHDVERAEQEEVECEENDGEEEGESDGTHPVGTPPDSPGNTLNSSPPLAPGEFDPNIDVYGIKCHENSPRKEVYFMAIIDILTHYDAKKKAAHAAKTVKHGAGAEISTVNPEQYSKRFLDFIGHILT
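PI5P4Kalpha ADP-Glo assay; 5 microM ATP final; 60 min RT reaction; HEPES pH 7.4/EGTA/CHAPS, 5% DMSO; controls lacking substrate or enzyme; luminescent end-point.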
EPAC1 antag: EPAC1 (human) antagonism | EPAC1 GEF assay, Rap1b-BODIPY-GDP exchange fluorescence | Potency, µM (highest dose often 115 µM), without a hit: at the highest dose activity change, negative = inhibition, usual class: inhibitors | hit rate 0.14% among 360,000 | AID 720709;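 note: potency is the fitted concentration of half-maximal effect; plate controls were vehicle for no effect and positive control for full effect; nearly all actives have a fitted effect of over 50% in size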
EPAC1 agonist: EPAC1 (human) agonism. O95398. EPAC1 agonist qHTS, biochemical assay; response scale: 100% = response to 6.5 mM cAMP. Potency, µM (top dose mostly 154 µM), without a hit: top-dose activation, usual class: activators. hit rate 0.073% among 360,000. AID 720707; note: potency is the fitted concentration of half-maximal effect; nearly all actives have a fitted effect of over 60% in size
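Fluorescent GDP-exchange assay: 100 nM EPAC1 with 250 nM Rap1B preloaded with BODIPY-GDP and 50 uM GDP; compounds tested as concentration series, 5 min at room temperature, then read every 5 min for 30 min (ex 480/em 540 nm); normalized to 6.5 mM cAMP.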
IL-2 act: activators of IL-2; IL-2 activation reporter assay, cell-based qHTS; stimulated with anti-CD3/CD4/CD28 beads; in transgenic mouse T cells; activation, % (series mostly up to about 46 µM); hit rate 0.065% among 360,000; AID 652025; in the data active = activation above about 50%; inconclusive = mostly about 30% to 49%; note: 0% is about no effect
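Quantitative HTS in unstimulated transgenic mouse T cells, with memory T cells as non-tolerant control and PMA/ionomycin as tolerance-bypass control. Compound pretreatment lasted 60 minutes before 18 h bead stimulation; EGFP/DsRed fluorescence read.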
FUS yeast rescue: rescues growth of FUS-expressing yeast; AID 1347120; hit rate 0.24% among 390,000; Potency, µM (series often up to 76.6 µM), for inactives: top-dose growth rescue (activation), actives largely listed as activators; S. cerevisiae FUS-expressing, growth rescue, OD600, 24 h;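 note: potency is the fitted concentration of half-maximal effect; plate controls were DMSO vehicle for no effect and reference control for full effect; nearly all actives have a fitted effect of over 55% in size; some results filed as inactive show a strong effect at the top dose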
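Galactose (2%) drives FUS expression in yeast precultured in raffinose; seeding density OD 0.005. Test compounds incubated 24hr at 30C and 99% humidity before absorbance at 600 nm was measured.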
WRN helicase inh: WRN helicase (human) inhibition; Q14191; WRN helicase unwinding, fluorescent forked duplex, kinetic; hit rate 0.46% among 360,000; Potency, µM (series often up to 114 µM), for inactives: at the highest dose activity change, negative = inhibition, usual class: inhibitors; note: potency is the fitted concentration of half-maximal effect; % is set by controls: 0 for no effect and ±100 for the full control effect; nearly all actives have a fitted effect of over 55% in size
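Screening of the MLSMR collection measured strand separation of a quenched forked DNA duplex (100 nM) by 20 nM WRN with 2 mM ATP, all final. Compounds were preincubated with enzyme 15 min at room temperature.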
PLK1 PBD block: blocks phosphopeptide binding to human PLK1 polo-box domain | Plk1 PBD binding of FITC phosphopeptide, fluorescence polarization | Potency, µM, without a hit: max response, negative = inhibition, actives largely listed as inhibitors | hit rate 2.8% among 360,000; note: potency is the fitted concentration of half-maximal effect; series mostly up to about 57 µM; % is set by controls: 0 for no effect and ±100 for the full control effect; nearly all actives have a fitted effect of over 65% in size
Target sequence (P53350 whole entry, looked up, the tested form may be a part): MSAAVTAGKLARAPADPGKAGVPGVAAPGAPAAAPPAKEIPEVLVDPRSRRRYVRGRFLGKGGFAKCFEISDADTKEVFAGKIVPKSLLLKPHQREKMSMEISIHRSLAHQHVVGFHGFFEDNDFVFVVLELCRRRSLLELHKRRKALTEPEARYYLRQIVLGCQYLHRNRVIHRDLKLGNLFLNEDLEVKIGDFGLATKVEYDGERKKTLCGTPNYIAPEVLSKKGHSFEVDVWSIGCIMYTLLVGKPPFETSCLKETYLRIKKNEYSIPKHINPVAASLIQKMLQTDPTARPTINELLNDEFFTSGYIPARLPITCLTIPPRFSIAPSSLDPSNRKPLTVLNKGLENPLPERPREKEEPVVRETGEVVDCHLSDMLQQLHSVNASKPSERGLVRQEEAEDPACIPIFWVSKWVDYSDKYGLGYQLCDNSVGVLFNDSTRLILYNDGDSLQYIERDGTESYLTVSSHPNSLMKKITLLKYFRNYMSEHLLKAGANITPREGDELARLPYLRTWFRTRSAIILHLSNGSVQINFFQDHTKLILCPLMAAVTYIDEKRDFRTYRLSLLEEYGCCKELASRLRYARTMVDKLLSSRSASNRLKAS
* hit, by the source's call; ? = inconclusive; . = no result given; [ ] = dose if it differs, or a comment. Unless noted, calls come from the whole dose curve; as a rule, active = well fitted curve in the direction sought with a large enough effect; inconclusive = small, poorly fitted or top-dose-only effect, or another doubt; inactive = no such curve, though single readings can be large; an effect the other way counts as inactive or inconclusive.

No. | SMILES | EPAC1 antag | Abeta yeast res | PLK1 PBD block | EPAC1 agonist | WRN helicase inh | IL-2 act | PI5P4Ka inh | FUS yeast rescue
1 | NC(=O)c1ccc(Cn2c(C(=O)c3ccc(Cl)cc3)c3ccccc3[n+]2[O-])cc1 | 3% | -1% | 1% | 1% | -4% | 1.0 | 1 | -12%
2 | COC(=O)CCCCCCCCC(=O)Nc1nc2ccccc2s1 | -15% | 9% | -4% | -6% | -8% | -2.6 | -2 | 13%
3 | CCN(CC)c1nc2n(c(=O)n1)CCO2 | 3% | 7% | -3% | 0% | 4% | -2.9 | 0 | 16%
4 | CC1(C)Cc2cccc(OCC(N)=O)c2O1 | 6% | 19% | -3% | -4% | -18%[57.1 µM] | 1.2 | 0 | -27%
5 | Cc1c(C(=O)NCc2ccccc2)c(-c2ccccc2)nn1-c1ccccc1 | 10% | 11% | 0% | 3% | -1% | -1.2 | . | 42%
6 | Cc1ccc(S(=O)(=O)CC(=O)NC(C)(C)C)cc1 | 5% | 16% | -4% | -4% | 6% | 0.2 | . | 2%
7 | CC(=O)NCCOC(=O)c1nn(Cc2ccccc2)c(=O)c2ccccc12 | 11% | -1% | 1% | -5% | -11% | 0.0 | -4 | -7%
8 | N#CCCn1nc(-c2ccccc2)c2ccccc2c1=O | -16% | -10% | -1% | 15% | 2% | 0.1 | 3 | -16%
9 | O=C1c2ccccc2C(Nc2ccc(F)c(Cl)c2)N1c1ccccn1 (stereo unspecified) | -2% | -5% | -4% | -16% | -2% | -4.4 | 3 | -31%
10 | COC(=O)c1ccc(CSc2nc(N3CCOCC3)c3c(c2C#N)CC(C)(C)OC3)o1 | -1% | -5% | ? | 3% | -5% | -0.1 | 0 | -3%
11 | CC(=O)Nc1ccc2c(c1)nc(C)n2-c1ccccc1 | -3% | -10% | 3% | -15% | 6% | 3.7 | 5 | -12%
12 | CCOc1ccccc1OCCCC(=O)N(CC)CC(=O)Nc1ccc(NC(C)=O)cc1 | -9% | 1% | 1% | -6% | -6% | 0.5 | 2 | 17%
13 | N/C(=N\OC(=O)c1ccccc1)c1ccncc1 | 11% | -22% | 5% | 6% | -3% | -0.4 | 1 | -2%
14 | Cc1cc2c(c(=O)n1Cc1ccc3c(c1)OCO3)C(c1cccnc1)C(C#N)=C(N)O2 (stereo unspecified) | 5% | 9% | -4% | 1% | 13% | -1.4 | . | 16%
15 | CC(C)(C)c1ccc(OCC(=O)N2CCN(c3ncccn3)CC2)cc1 | 15% | -5% | -12% | 4% | -8% | -3.7 | -2 | 15%

No. | SMILES | EPAC1 antag | Abeta yeast res | PLK1 PBD block | EPAC1 agonist | WRN helicase inh | IL-2 act | PI5P4Ka inh | FUS yeast rescue
16 | O=C(NC1CCN(S(=O)(=O)c2ccccc2C(F)(F)F)CC1)c1ccco1 | 3% | 12% | -11% | -1% | 7% | 0.4 | -3 | 33%
17 | COc1ccc(CNC(=O)c2ccc(-c3ccc(F)c(F)c3)c3ccoc23)cc1OC | 5% | -9% | 1% | -8% | 7% | -0.8 | 9 | ?
18 | CCCNC(=O)C1(C)CCN(C(=O)Cc2ccc(OC)c(OC)c2)C1 (stereo unspecified) | 12% | -1% | -2% | 10% | -4% | 0.7 | -1 | -21%
19 | CCOC(=O)CN1CC23C=CC(O2)C(C(=O)NCc2cccs2)C3C1=O (stereo unspecified) | 11% | 15% | -3% | 0% | 2% | -3.2 | 0 | 2%
20 | COc1cc(C2CC(=O)Oc3cc4c(cc32)OCO4)cc(OC)c1OC (stereo unspecified) | -7% | -11% | -17% | -18% | -3% | 3.0 | -19 | -1%
21 | O=C(NCc1cccnc1)c1cnc2n(c1=O)CCS2 | 1% | 9% | -1% | 2% | -4% | -2.6 | . | -2%
22 | N=C(c1cccc([N+](=O)[O-])c1)N1CCCCCC1 | 11% | 2% | 5% | 5% | 1% | 0.7 | 6 | -33%
23 | CC(NC(=O)COC(=O)c1cn(-c2ccccc2)nc1-c1cccs1)c1ccccc1 (stereo unspecified) | -5% | 4% | -5% | 9% | -16% | 0.4 | . | 18%
24 | CCOC(=O)C1CCN(C(=O)C2CC(=O)N(c3ccc(C)cc3)C2)CC1 (stereo unspecified) | -8% | 5% | -10% | 8% | -1% | -1.3 | . | -1%
25 | C=CCn1c(SCC(=O)c2c(N)n(C)c(=O)n(C)c2=O)nnc1-c1ccoc1C | -3% | 13% | -1% | 8% | -25% | 0.3 | -5 | 0%
26 | O=S(=O)(c1ccccc1OC(F)(F)F)N1CCN(c2ccnc3cc(Cl)ccc23)CC1 | -4% | 5% | 0% | -10% | -3% | -3.4 | 7 | 33%
27 | O=C1c2ccccc2S(=O)(=O)c2cc(N3CCN(C(=O)c4ccccc4)CC3)ccc21 | 1% | 6% | -24% | -2% | -6% | -0.4 | 2 | -26%
28 | COC(=O)c1sccc1NC(=O)CSCCc1ccccn1 | -5% | -2% | -5% | 2% | 0% | 0.5 | 1 | 11%
29 | Cc1noc(C)c1S(=O)(=O)NC(=O)C1(C)CCN1C(=O)c1ccc(C2CCCCC2)cc1 (stereo unspecified) | 3% | -11% | -6% | 9% | 1% | -0.4 | 4 | 25%
30 | COc1ccc(-c2cc(=O)[nH]c(N3CCN(Cc4ccccc4)CC3)n2)cc1 | 7% | 8% | -10% | 7% | -28% | 1.0 | -4 | 15%

No. | SMILES | EPAC1 antag | Abeta yeast res | PLK1 PBD block | EPAC1 agonist | WRN helicase inh | IL-2 act | PI5P4Ka inh | FUS yeast rescue
31 | CC(=O)NC(CC(=O)OCC(=O)Nc1cc(S(=O)(=O)N2CCCCC2)ccc1C)c1ccccc1 (stereo unspecified) | 0% | 4% | -4% | 12% | 2% | -0.8 | -7 | .
32 | CCC(=O)NC(=S)Nc1ccc(NC(=O)c2ccc(C)c([N+](=O)[O-])c2)cc1 | 10% | 11% | -8% | -13% | 2% | -1.9 | -5 | -2%
33 | CCS(=O)(=O)CCSc1nc(C)cc(C)n1 | -11% | 10% | 1% | 6% | -7% | -0.2 | 4 | 7%
34 | O=C(CSc1ncn(-c2ccccc2)n1)Nc1ccc2c(c1)OCCO2 | -2% | 1% | -26% | 4% | -1% | 0.5 | . | 16%
35 | O=C(OCC(=O)c1c[nH]c2ccccc12)c1cccc([N+](=O)[O-])c1 | 5% | 6% | -10% | 7% | -6% | -0.2 | 6 | 15%
36 | O=C(CN1CCN(Cc2ccccc2)CC1)Nc1ccc(-n2cnnn2)cc1 | -3% | 2% | -4% | 8% | 3% | -1.4 | 2 | -5%
37 | Cc1ccc(-n2c(SCC(N)=O)nc(O)cc2=O)cc1 | 5% | 10% | 2% | 6% | -5% | 0.6 | 3 | .
38 | O=C(Nc1ccc(O)cc1)/C(=C/c1ccco1)NC(=O)c1ccccc1 | 16% | 10% | -1% | 1% | 4% | -0.5 | 2 | -17%
39 | Cc1ccc(C2=NS(=O)(=O)N(C)C(C(=O)Nc3ccc4c(c3)OCO4)=C2)cc1 | -9% | -24% | -4% | 0% | -4% | -3.8 | 1 | 8%
40 | CC1=C(C(N)=O)S(=O)(=O)c2ccccc21 | -17% | -14% | 21µM* | 12% | -6% | -0.2 | 0 | -15%
41 | Cc1cc(=O)oc2cc(NC(=O)CCCC(=O)O)ccc12 | -5% | -2% | -5% | -4% | -30% | -1.5 | 3 | .
42 | COc1ccccc1-n1c(SCC(=O)NC2CCS(=O)(=O)C2)nc2cc([N+](=O)[O-])ccc21 (stereo unspecified) | -5% | 9% | 0% | 7% | -7% | -0.6 | -7 | 1%
43 | CC(C)[C@@H](C(=O)NCc1ccco1)N1C(=O)N2CCc3c([nH]c4ccccc34)[C@@]2(C)C1=O | -25% | 14% | 1% | -16% | 8% | 0.9 | -7 | 15%
44 | Clc1ncc(CN2CCN(Cc3ccccc3)CC2)s1 | 8% | 21% | 2% | 2% | 2% | -0.1 | 6 | -14%
45 | O=C(NCc1nnc(SCc2ccc(C(F)(F)F)cc2)n1-c1ccccc1)C12CC3CC(CC(C3)C1)C2 | -18% | ? | -7% | -21% | -2% | 0.4 | 6 | .

No. | SMILES | EPAC1 antag | Abeta yeast res | PLK1 PBD block | EPAC1 agonist | WRN helicase inh | IL-2 act | PI5P4Ka inh | FUS yeast rescue
46 | C=C(C)C1CC=C(C)/C(=N/NC(=S)Nc2ccccc2)C1 (stereo unspecified) | 0% | 28% | -9% | -2% | -3% | -1.2 | 12 | 10%
47 | COC(=O)c1sc(N)c(C(=O)OC)c1COC(=O)CCNS(=O)(=O)c1ccc(C)cc1 | -19% | 7% | 1% | 9% | -12%[57.1 µM] | -4.6 | -6 | ?
48 | CN(C)C(=O)c1ccc(OCC(F)(F)F)nc1 | 6% | -1% | -3% | -8% | -2% | -2.5 | -7 | -8%
49 | CCc1cc(C(=O)N2CCN(S(=O)(=O)c3ccccc3F)CC2)sc1C | -10% | 11% | -25% | 20% | -9% | 0.6 | 9 | 33%
50 | CCCn1c(C(C)Nc2nc(-c3ccc(OC)cc3)cs2)nc2ccccc21 (stereo unspecified) | -19% | 5% | -21% | 10% | -9% | -0.2 | 3 | 27%
51 | CNNC(=S)NC1CC2CC1C1C=CCC21 (stereo unspecified) | 12% | ? | 5% | -4% | 7% | -0.4 | -3 | -27%
52 | CCC1CCC2(CC1)NC(=O)N(CC(=O)Nc1ccc(OC)c(Cl)c1)C2=O (stereo unspecified) | -6% | -9% | -1% | -8% | 3% | -0.8 | 0 | -6%
53 | N#CCC(=O)N/N=C/c1cc(Br)ccc1OCc1cccc2ccccc12 | -24% | -11% | -2% | 8% | 0% | 0.6 | -3 | ?
54 | COc1ccccc1N1CCN(C(=O)C(=O)c2c[nH]c3ccccc23)CC1 | -26% | . | -8% | 6% | -5% | 0.2 | -5 | 8%
55 | Cc1nn2c(N3CCN(C)CC3)c3c(nc2c1-c1ccccc1)CCCC3 | -18% | -1% | -17% | -22% | -9% | -2.6 | -1 | -6%
56 | COc1ccccc1Nc1nc(N)nc(CN2CCc3ccccc3C2)n1 | -9% | 16% | -5% | 2% | -3% | 0.2 | -3 | 10%
